High-throughput results from PubChem BioAssay.
PERK inhibitor = blocks human PERK kinase | hit rate 0.17% among 220,000 | CHO PERK-DD fusion, SEAP luminescence translation reporter | Q9NZJ5 | inhibition, % at 5.6 µM;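 active = inhibition above the mean inhibition of all tested compounds plus 3 SD, set separately per screening campaign, cut at about 2.9% in these data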;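 note: PERK kinase domain activated by AP20187 dimerizer at 100 nM; 0% = DMSO with dimerizer and 100% = rapamycin at 8.4 µM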
Target sequence (Q9NZJ5 whole entry, looked up, the tested form may be a part): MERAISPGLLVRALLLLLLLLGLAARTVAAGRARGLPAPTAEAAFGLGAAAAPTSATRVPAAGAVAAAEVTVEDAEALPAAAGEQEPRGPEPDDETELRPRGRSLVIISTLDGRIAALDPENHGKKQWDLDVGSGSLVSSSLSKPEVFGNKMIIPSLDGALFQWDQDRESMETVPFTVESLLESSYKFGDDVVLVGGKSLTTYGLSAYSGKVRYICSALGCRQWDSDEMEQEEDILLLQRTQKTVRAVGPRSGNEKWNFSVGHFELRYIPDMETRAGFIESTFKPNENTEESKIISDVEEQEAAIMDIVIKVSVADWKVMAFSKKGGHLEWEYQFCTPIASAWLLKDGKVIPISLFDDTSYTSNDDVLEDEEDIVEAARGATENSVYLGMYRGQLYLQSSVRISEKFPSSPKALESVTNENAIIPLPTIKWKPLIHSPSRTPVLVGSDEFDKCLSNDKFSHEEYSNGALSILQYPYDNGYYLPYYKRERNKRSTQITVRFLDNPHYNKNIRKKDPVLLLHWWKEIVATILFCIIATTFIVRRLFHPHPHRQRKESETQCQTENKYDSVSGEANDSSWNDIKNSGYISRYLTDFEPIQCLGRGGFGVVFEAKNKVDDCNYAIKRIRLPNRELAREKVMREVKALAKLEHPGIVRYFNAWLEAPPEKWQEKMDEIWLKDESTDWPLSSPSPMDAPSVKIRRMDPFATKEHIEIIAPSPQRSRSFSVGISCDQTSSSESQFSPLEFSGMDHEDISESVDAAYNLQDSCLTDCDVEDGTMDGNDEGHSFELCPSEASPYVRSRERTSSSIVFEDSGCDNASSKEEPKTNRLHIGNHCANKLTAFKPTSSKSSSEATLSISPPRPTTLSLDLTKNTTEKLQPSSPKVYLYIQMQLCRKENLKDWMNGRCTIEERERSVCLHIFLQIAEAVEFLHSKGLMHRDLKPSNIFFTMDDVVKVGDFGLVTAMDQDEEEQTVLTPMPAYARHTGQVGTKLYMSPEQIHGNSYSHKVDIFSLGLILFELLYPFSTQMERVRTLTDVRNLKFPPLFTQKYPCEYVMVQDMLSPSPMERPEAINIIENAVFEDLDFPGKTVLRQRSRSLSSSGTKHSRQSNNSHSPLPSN
RBBP9 inh = blocks human serine hydrolase RBBP9. O75884. recombinant RBBP9, FP-Rh probe fluorescence polarization. inhibition, % at 7.94 µM. hit rate 0.2% among 220,000;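 active = inhibition above the campaign mean of all tested compounds plus 3 SD, cut at about 14% in these data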;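 note: plate controls were DMSO wells with RBBP9 for no effect and wells lacking RBBP9 protein for full effect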
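Test system – recombinant human RBBP9 · Input – RBBP9 2.5 µM in dispensing solution, pre-mixing · Medium – Tris buffer pH 8.0, NaCl, Pluronic · Schedule – preincubation 30 min plus labeling 45 min at 25 °C · Measured by – fluorescence polarization · Measure – % inhibition · Controls – DMSO and no-protein wells · Replicates – one well per compound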
EP2 mod = EP2 receptor (human) modulation. P43116. EP2-expressing cells, cAMP HTRF FRET, PGE2 co-stimulation. induction, % at 25 µM. hit rate 0.83% among 260,000;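 active = compounds whose cAMP rise, as percent of the full-agonist control response, exceeds 60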;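 note: rat C6 glioma line stably carrying human EP2 under a CMV promoter; the protocol text gives 20 µM as final concentration; 100% = response of wells given 1 µM PGE2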
TNF necrop inh = inhibitors of TNF-alpha induced necroptosis in Jurkat FADD-/- cells; activation (protection from cell death), % at 10 µM; Jurkat FADD-/- TNF necroptosis rescue, ATP luminescence, 24 h; 0 = TNF only, 100 = no-TNF cells; hit rate 0.068% among 220,000; AID 463075;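 active = activation, meaning protection from cell death, of at least 50% relative to plate controls; inactive = activation below 50%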;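 note: necroptosis triggered by 40 ng/mL TNF-alpha added together with compound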
Runt-SMMHC FRET = inhibitors of human RUNX1 Runt domain binding to CBFb-SMMHC | Q01196+Q13951 | Cerulean-Runt/Venus-CBFb-SMMHC FRET ratio 530/480, 1 h | inhibition, % at 20 µM | hit rate 0.74% among 220,000 | AID 1434;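 active = mean inhibition across duplicate retests at 20 µM reaching about 50%, limit read from the data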;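 note: 0% = DMSO wells and 100% = wells with excess untagged CBFb-SMMHC; inhibitors lower the FRET ratio by blocking Runt binding to CBFb-SMMHC; some results filed as inactive read as strong as hits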
Runt-CBFb FRET = inhibitors of human RUNX1 Runt domain binding to CBFb; Q01196+Q13951; Cerulean-Runt/Venus-CBFb FRET ratio 530/480, 1 h; inhibition, % at 20 µM; hit rate 0.46% among 220,000;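 active = inhibition over about 50% at 20 µM in the single-dose screen, limit read from the data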;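 note: 0% = DMSO wells and 100% = excess unlabeled CBFb competitor control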
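Assay system: Cerulean-Runt domain fusion protein, energy donor; Signal: fluorescence energy transfer, 422 nm excitation, 530/480 nm emission; Timing: 1 h compound exposure, room temperature; Control set: unlabeled CBFb; Medium: Tris buffer pH 7.5 with salts and BSA; Compound: single test concentration of 20 µM, 1% DMSO final; Probe or stimulus: Venus-CBFb 100 nM.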
PGE2 EP2 inh = EP2 receptor (human) inhibition. hit rate 0.52% among 260,000. inhibition, % at 25 µM. P43116. C6 glioma cells expressing human EP2, cAMP TR-FRET; cells stimulated with saturating PGE2;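 active = percent inhibition above 40 after rounding to a whole number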;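 note: rat C6 glioma host cells with rolipram phosphodiesterase inhibitor present; the protocol text gives 20 µM as final concentration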
L929 necroptosis = blocks zVAD induced death of L929 cells. L929 zVAD necroptosis rescue, ATP luminescence, 24 h; with zVAD 60 µM. viability rescue, % at 10 µM. hit rate 0.38% among 220,000. AID 1377;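 active = activation, scaled between plate controls, above about 75%, limit read from the data; inactive = activation under that limit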;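 note: 0% = zVAD with DMSO and 100% = DMSO alone without zVAD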
Hck Nef HTS = inhibitors of human Hck kinase activated by Nef. P08631. Recombinant Hck-YEEI plus Nef, Z-Lyte FRET kinase assay. inhibition, % at 20 µM. hit rate 0.68% among 220,000. AID 463187;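 active = Hck-Nef kinase inhibition above about 50%, limit read from the data; inactive = inhibition below that limit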;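 note: 0% = DMSO with Hck plus Nef and 100% = Hck alone without Nef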
Starred values were filed as active, the others as inactive; . = not tested or not shown; & = joins results of further samples. A portion of the library; the hit share may differ from the screen's.

SMILES	PERK inhibitor	RBBP9 inh	EP2 mod	TNF necrop inh	Runt-SMMHC FRET	Runt-CBFb FRET	PGE2 EP2 inh	L929 necroptosis	Hck Nef HTS
CC(=O)c1sc2c(c1OC(=O)c1ccc(Cl)cc1Cl)c(=O)n(-c1ccccc1)c(=S)n2-c1ccccc1	-0.3	-17.9	18.5	-28.2	-1.9	-4.5	14.1	-0.1	17.4
O=C(Nc1ccccc1Cl)NC1(C(=O)N2CCCCC2)CCCCC1	1.0	2.6	16.4	1.5	-4.3	-1.3	10.7	-0.6	12.9
O=C(NCc1ccc2c(c1)OCO2)c1ccc(Cl)nc1	0.3	1.4	-21.2	0.0	1.3	1.8	1.9	2.4	19.3
COc1ccc(C(=O)Nc2ccccc2C(=O)NC(Cc2c[nH]c3ccccc23)C(=O)O)cc1 (stereo unspecified)	1.8	-3.5	9.8	1.3	2.4	0.2	11.7	7.1	23.4
CSCSC1=C(C#N)C(c2ccccc2Cl)C(C(C)=O)=C(C)N1 (stereo unspecified)	-0.5	-0.8	21.3	0.7	8.9	4.8	-2.2	-0.8	5.5
O=C(COC(=O)c1cc(-c2ccncc2)nc2ccccc12)Nc1ccc2c(c1)OCO2	0.9	-9.3	4.4	1.3	22.2	-1.1	11.1	0.5	0.7
O=C1C2CCCN2C(c2cccs2)N1c1ccc(Cl)cc1 (stereo unspecified)	0.8	-0.3	22.5	-0.4	4.5	-3.0	12.4	-1.4	0.4
COc1ccc(Cn2c(=O)[nH]c3cc(C(=O)NCCCN4CCCCC4)ccc3c2=O)cc1	0.2	-3.5	-7.1	-3.6	3.5	0.8	12.3	4.6	1.0
Cn1c2c(c(=O)n(C)c1=O)C(C(F)(F)F)(C(F)(F)F)N=C(CCC1CCCCC1)N2	-0.8	-7.8	-10.9	1.5	1.4	-4.0	9.9	-0.4	1.8
N#Cc1nc(Cc2ccccc2)oc1N1CCN(c2cccc(Cl)c2)CC1	1.7	-2.6	-21.3	0.2	0.9	-1.0	7.3	0.7	2.2
O=C(c1ccccc1F)N1CCN(c2ccc([N+](=O)[O-])cc2-n2cccc2)CC1	0.1	15.9*	2.2	1.6	-1.3	22.0	7.6	1.3	2.9
COC(=O)[C@@H]1CCCN1Cc1c(C(=O)N2CCCCC2)nc2c(C)cccn12	0.1	-4.0	27.2	-0.2	1.9	1.5	7.1	0.9	21.1
O=C(O)c1ccc(Cl)c(NC(=S)NC(=O)c2ccccc2[N+](=O)[O-])c1	0.7	-4.7	60.2	0.5	-0.6	5.7	7.0	11.6	-11.7
COc1ccc(C(=O)NCC(=O)Nc2ccccc2)cc1OC	0.4	6.8	-13.9	3.3	-3.8	0.3	8.9	1.9	4.7
CCN(C(=O)c1cc(Cl)ccc1OC)c1ccccc1C	-1.4	-3.0	29.2	-2.3	0.0	-3.3	3.9	-0.9	7.3
CCCn1nnnc1SCC(=O)NCc1ccc2c(c1)OCO2	0.9	6.6	-20.3	1.1	0.9	-1.8	7.5	0.9	1.1
CCN(CC)CCNS(=O)(=O)c1ccc(OC)c(Br)c1	0.5	-2.7	8.4	0.8	7.5	-15.9	5.0	-0.6	0.9
Nc1nc(CN2CCN(Cc3ccccc3)CC2)nc(Nc2ccccc2)n1	0.7	7.6	-35.1	-0.3	-7.1	0.2	10.0	0.5	0.0
COc1c(O)cccc1-c1nnn(CCC(=O)OCC(=O)c2ccccc2)n1	1.9	-8.0	-5.6&-1.5	-1.9	1.8	-2.0	7.2&12.8	0.8	2.4
NS(=O)(=O)c1ccc(CNC(=O)c2cnccn2)cc1	2.2	-3.1	-8.9	1.3	2.2	0.7	3.9	-0.5	30.9
COc1ccc(C(=O)c2ccccc2Cl)cc1	0.0	-10.6	6.7	-1.5	2.2	0.8	10.1	-0.1	0.2
O=S(=O)(/N=C(\c1ccccc1F)N1CCCCC1)c1ccccc1	1.0	-5.5	34.1	1.5	-2.9	-1.1	9.7	-0.2	5.3
O=C(NCCCN1CCOCC1)c1c(O)c2cc(Br)cc(Br)c2[nH]c1=O	0.4	-8.0	.	0.7	2.6	0.0	.	0.6	11.6
N#Cc1c2ccc(O)cc2n2ccccc12	-0.2	0.0	-32.5	-0.8	86.3*	20.3	5.0	67.3	-78.7
Cc1cccc2[nH]c(-c3ccc(NC(=O)c4ccco4)cc3)nc12	-0.3	-11.2	-17.9	0.4	0.9	-1.8	30.0	83.6*	-0.3
CNC(=S)N(CCc1c(C)[nH]c2ccc(C)cc12)Cc1ccc(OC)c(OC)c1	-0.9	-9.0	-2.9	-9.3	3.2	-7.0	.	2.2	-2.6
Cn1cc(C(=O)N2CCN(C(=O)c3ccco3)CC2)c2c3ccccc3n(C)c2c1=O	-0.5	2.1	-4.0	0.5	-0.2	0.9	2.4	1.0	-1.1
O=C(Nc1cccc2ccccc12)N1CC=CCC1	-0.4	-5.8	0.0	0.1	-1.5	4.2	0.6	0.2	-1.1
Cc1cc(S(=O)(=O)N2CCN=C2c2ccccc2)c(Cl)cc1Cl	-0.1	-7.0	16.8	0.4	5.4	-2.7	9.5	-0.5	0.4
[O-]/C(=C(\C(=S)Nc1ccc(SC(F)F)cc1)[n+]1ccccc1)c1cc(Cl)ccc1Cl	0.1	-2.2	8.3	-0.8	-2.9	1.4	6.1	0.6	9.8
COC(=O)c1sccc1S(=O)(=O)Nc1ccc(S(N)(=O)=O)cc1	1.4	-4.1	-21.6	2.2	-0.9	2.9	5.2	0.2	15.6
COCCn1nnnc1CN1CCN2CCCC2C1 (stereo unspecified)	1.2	-5.8	9.4	0.8	-1.6	0.5	6.3	1.5	2.8
Cc1cccc(N(C(=O)Cn2nnc3ccccc32)C(C(=O)NC(C)(C)C)c2ccsc2)c1 (stereo unspecified)	-0.1	-2.7	-26.3&0.9	-5.8	2.9	-2.1	11.9&10.2	-0.5	-0.8
N#Cc1ccc(COC(=O)Cn2nnc(-c3ccccc3)n2)cc1	1.1	-10.9	0.7	0.1	0.0	-0.9	12.2	0.0	0.2
Cc1cc(C)nc(NC(=NCc2ccc3c(c2)OCO3)NC(=O)Nc2ccccc2)n1	-0.7	-8.1	26.2	0.4	-1.7	-0.6	6.5	0.7	-0.2
CSc1nnc(C)c(=O)n1COC(=O)c1ccc([N+](=O)[O-])cc1	2.1	8.9	19.1	0.0	-1.9	0.2	9.3	0.7	-91.1
Cc1c(NS(=O)(=O)c2ccc(N3CCN(C)CC3)c([N+](=O)[O-])c2)c(=O)n(-c2ccccc2)n1C	1.1	-4.1	23.9	0.0	-2.7	-1.8	6.5	1.0	-20.8
Cc1ccc(NC(=S)/N=C(\N)Nc2nc(C)c3cc(C)ccc3n2)c(C)c1	-0.5	-4.0	-37.9	-0.9	2.5	0.8	-0.5	5.7	6.4
CC1CCc2nc3ccccc3c(C(=O)OCC(=O)N3CCc4ccccc43)c2C1 (stereo unspecified)	0.3	1.4	-31.0	-0.6	0.7	-5.4	5.0	1.1	6.0
S=C(NCC1CCCO1)Nc1ccccc1 (stereo unspecified)	1.6	-1.9	-1.2	-1.1	1.7	0.6	7.0	-0.7	-0.4
COc1ccc(/C=C/C(=O)OCC(=O)NCc2cccs2)cc1OC	0.3	-1.9	-9.8	-3.6	1.4	-1.0	6.0	0.9	0.7
COc1ccc(C(C(=O)NC2CCCC2)N(CC2CCCO2)C(=O)Cn2nnc(-c3ccc(C)o3)n2)cc1 (stereo unspecified)	0.6	5.7	8.8	2.2	-1.9	-2.3	2.6	1.0	-11.1
O=C(Nc1ccc(Cc2ccncc2)cc1)c1cccs1	1.1	2.0	-34.3	1.8	-0.3	-0.8	7.4	6.0	11.8
COc1ccc(NC(=O)CN(c2cc(C)cc(C)c2)S(=O)(=O)c2c(C)n[nH]c2C)cc1	-0.7	-7.2	10.5	-1.0	0.6	0.4	15.2	0.1	0.3
C=CCn1c(SCC(=O)c2c(N)n(CCC)c(=O)n(C)c2=O)nnc1-c1ccncc1	0.1	0.4	7.7	0.2	1.8	0.0	8.2	3.3	14.5
CN1CC(c2ccccn2)C2(SC(=S)N(Cc3ccccc3)C2=O)C12C(=O)Nc1ccccc12 (stereo unspecified)	-0.7	-13.7	24.5	-0.1	4.9	6.0	6.9	-0.1	-1.3
O=C(N/C(=C\c1ccc(F)cc1)C(=O)N1CCCCCC1)c1ccccc1	-0.1	-7.8	18.8	-0.5	-0.9	-0.9	5.9	2.2	24.5
Oc1ccc(/C=N/Nc2cc(N3CCCC3)nc(N3CCCC3)n2)cc1	-1.4	-1.6	-25.9	-0.1	-0.8	2.2	11.8	0.2	0.5
CN(Cc1cccs1)C(=O)CCCc1c[nH]c2ccccc12	-0.5	-5.8	-23.3	-0.5	-0.8	0.8	5.2	0.8	-23.8
CCC(CO)NCC(O)COCc1ccc2c(c1)OCO2 (stereo unspecified)	-0.6	-0.8	-4.7	0.2	1.7	-0.2	8.1	1.2	-6.6
(cont.)
SMILES	PERK inhibitor	RBBP9 inh	EP2 mod	TNF necrop inh	Runt-SMMHC FRET	Runt-CBFb FRET	PGE2 EP2 inh	L929 necroptosis	Hck Nef HTS
CS/C(=C\C(=O)c1ccco1)Nc1ccccc1Cl	-0.3	-4.7	-0.2	3.6	0.6	1.3	3.8	-0.3	5.3
Cc1[nH]n(C2=NCCS2)c(=O)c1N=Nc1cccc(C(F)(F)F)c1	1.2	-3.2	-36.2	-8.9	-16.1	-5.9	10.9	2.8	-5.3
CCOC(=O)c1ccc(NC(=O)CN(C)S(=O)(=O)c2ccc(OC)cc2)cc1	-0.9	-6.9	2.5	-0.4	-2.0	-2.2	2.1	-0.9	-5.3
CC1(CC(=O)N/N=C/c2cc([N+](=O)[O-])c(O)cc2O)OCCO1	0.6	1.5	-31.7	1.7	-3.4	-2.7	1.7	2.5	26.4
NS(=O)(=O)c1ccc(NC(=O)c2ccccc2Cl)cc1	0.8	-12.0	24.3	-1.1	0.1	3.2	7.9	0.4	-15.9
COc1ccc(OCC#CCN2CC(C)OC(C)C2)cc1 (stereo unspecified)	1.8	-11.3	30.8	0.6	-1.2	0.3	5.3	0.7	-5.8
O=C(c1cc(-c2cccs2)on1)N1CCN(C(c2ccccc2)c2ccccc2)CC1	0.3	-6.3	43.1	1.2	0.4	3.2	2.4	2.2	0.4
Cc1cc(C)n(/N=C/c2c[nH]c3ccccc23)c(=O)c1C#N	0.1	0.3	-5.8	-1.5	-6.8	3.1	.	-0.3	-1.4
Cc1ccc(NNC(N)=S)cc1Cl	-0.3	1.9	11.1	-0.8	1.6	20.6	3.7	0.1	18.1
CC(=O)Nc1c2c3c(cccc3n(C)c1=O)C(=O)c1ccccc1-2	-1.1	-2.6	-2.9	-0.3	-152.8	-33.7	12.8	2.9	-2.7
CC(C(=O)NCCCc1ccccc1)c1ccc([N+](=O)[O-])cc1 (stereo unspecified)	0.9	-10.5	-6.8	0.5	-5.3	0.5	5.8	0.6	7.6
